INS promoter inh = inhibitors of insulin promoter-driven GFP, primary screen, imaging, TRM-6 cells (human fetal islet line), eGFP reporter, cell count. reporter expression induced with tamoxifen. actives 0.9% (n = 130,000). inhibition, % at 2 µM;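 active means inhibition above the mean plus 3 SD, with well images judged a real hit on visual review, cut at about 60% in these data, passing the limit was not always enough; inconclusive means inhibition over the cutoff but images rejected on review; inactive means inhibition not above the cutoff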
sdo1 growth = growth rescue of sdo1-depleted yeast, primary screen, S. cerevisiae, bone marrow failure model; S. cerevisiae sdo1-depleted JHY4D growth rescue, OD600 30 h; active compounds read high; pdr5 snq2 efflux-pump mutant strain; z-score at 10 µM; actives 0.21% (n = 140,000); AID 817, 2007;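 active means z-score above 3 at both the 24 hr and the 30 hr optical density reads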;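 further: z-score against mean and SD of all compound wells on the same plate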
sdo1 growth Rescue 24 h = second read-out of sdo1 growth, no call of its own (marks repeat the call); z-score; S. cerevisiae sdo1-depleted JHY4D growth rescue, OD600; measured here: growth rescue at 24 h;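 0 is the plate mean of compound wells and units are plate SD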
* hit, by the source's call; i = inactive; ? = inconclusive; . = no result given; [ ] = dose if it differs, or a comment.

INS promoter inh,sdo1 growth,sdo1 growth Rescue 24 h,smiles
.,0.78,-0.2,Nc1ccc2c(c1)C/C(=C/c1ccco1)C2=O
91*,-0.26,-0.33,COC(=O)c1[nH]c2ccccc2c1NC(=O)CN1CCN(C(=O)c2ccco2)CC1
-46,.,.,COc1ccccc1/C=C(/C(=O)NCCCn1ccnc1)c1ccccc1
27,0.07,-0.57,COc1ccc(NC(=O)CCNS(=O)(=O)c2ccc3c(c2)c(=O)n(C)c(=O)n3C)cc1
6,.,.,COc1ccc(C(=O)NC(=S)Nc2ccc(Cc3ccncc3)cc2)cc1
-8,0.26,0.07,CC(C(=O)N1CCCCC1)N1C(=O)c2ccccc2C1=O (stereo unspecified)
41,-0.06,0.02,CCOC(=O)c1c(C)[nH]c(C)c1C(=O)COC(=O)c1cc2ccccc2cc1OC
0,-0.17,0.65,N#Cc1nc(-c2cccc(Cl)c2)oc1NCc1cccnc1
.,0.41,-0.42,CC(=O)c1c(C)[nH]c(C(=O)N2c3ccccc3CC2C)c1C (stereo unspecified)
.,0.73[8.1 µM],1.3,CCOc1ccc(NS(=O)(=O)c2ccc3[nH]cc(C(=O)NCC4CCCO4)c(=O)c3c2)cc1 (stereo unspecified)
-69,0.26,-0.72,C=CCn1c(Cc2c[nH]c3ccccc23)nnc1SCC(=O)NCc1ccccc1
-425,1.9,2.6,CCNC(=O)Cn1cc(C#N)c2ccccc21

Single entries from the results shown.
In sdo1 growth, Nc1ccc2c(c1)C/C(=C/c1ccco1)C2=O is entered as 0.78
In INS promoter inh, COC(=O)c1[nH]c2ccccc2c1NC(=O)CN1CCN(C(=O)c2ccco2)CC1 is entered as 91*
In sdo1 growth, CC(=O)c1c(C)[nH]c(C(=O)N2c3ccccc3CC2C)c1C (stereo unspecified) is entered as 0.41
In sdo1 growth, CC(C(=O)N1CCCCC1)N1C(=O)c2ccccc2C1=O (stereo unspecified) is entered as 0.26
In INS promoter inh, CCNC(=O)Cn1cc(C#N)c2ccccc21 is entered as -425
In INS promoter inh, COc1ccc(C(=O)NC(=S)Nc2ccc(Cc3ccncc3)cc2)cc1 is entered as 6

Pulled by structure from the entries so far:
INS promoter inh,sdo1 growth,sdo1 growth Rescue 24 h,smiles
-8,0.26,0.07,CC(C(=O)N1CCCCC1)N1C(=O)c2ccccc2C1=O (stereo unspecified)
-69,0.26,-0.72,C=CCn1c(Cc2c[nH]c3ccccc23)nnc1SCC(=O)NCc1ccccc1

Additional results follow.
INS promoter inh,sdo1 growth,sdo1 growth Rescue 24 h,smiles
-15,0.28,-0.58,CCOc1ccc(Nc2cc(C)nc3nc(C)nn23)cc1
-3,0.25,-0.1,O=c1oc(-c2cccs2)nc2ccc(Br)cc12
-11,-1.2,-0.94,O=C1c2ccccc2NC(c2ccc(-c3ccc(Br)cc3)o2)N1O (stereo unspecified)
-74,0.2,-0.06,COc1ccc(CCNC(=O)C2CCN(S(=O)(=O)c3cc(OC)ccc3OC)CC2)cc1
45,0.19,-0.34,CN(C)/C=N/c1cc(=O)n(Cc2ccccc2)c(=O)n1C
?,.,.,CC1C/C(=C/c2ccccn2)C(=O)/C(=C/c2ccccn2)C1 (stereo unspecified)
0,-1.6,-1.1,O=C(CN1CCC(n2nnc3cc(C(F)(F)F)ccc32)CC1)NCc1cccs1
-40,.,.,Cc1ccc(C)c(SCC(=O)OC/C(O)=C(\C#N)c2nc3ccccc3[nH]2)c1
9,-0.31,-0.96,CCC(=O)Nc1cccc(-c2cnc3ccccc3n2)c1
-42,.,.,Brc1ccc(-c2noc(CCc3ccccc3)n2)cc1
0,-0.3,-0.86,CC1Cc2ccccc2N1C(=O)c1cnsn1 (stereo unspecified)
0,1,-0.15,CCOC(=O)c1ccc(CSc2nnc(C)n2N)o1
.,-0.55,-0.16,Cc1nc2c(cnn2-c2ccccc2Cl)c(=O)n1-c1ccc(C(C)C)cc1
-68,-0.25,-0.74,Cc1cccc(C(CC(=O)O)n2cccc2)c1 (stereo unspecified)
.,-1.4,-0.17,O=C(Nc1cccc(-c2cnc3ccccc3n2)c1)c1ccccc1
.,1.5,0.42,CCc1cccc(NC(=O)c2ccc(NS(=O)(=O)c3c(C)noc3C)cc2)c1
.,0.07,-0.58,C=CCNC(=O)CCCCCNS(=O)(=O)c1ccc(OC)cc1
24,0.25,0.23,CCC1(C)Cc2c(C#N)c(N)n(N)c(=S)c2CO1 (stereo unspecified)
-78,.,.,C/C(=N\Nc1nc(C)c(C)s1)c1ccc([N+](=O)[O-])cc1
16,0.24,0.22,S=C(NCc1ccncc1)Nc1cccc(Cl)c1
-59,0.95,0.59,COCCCn1c2nc3ccccc3nc2c2c(=O)n(Cc3cccs3)cnc21
56,0.63,-0.17,Cc1cccc(C(=O)Nc2cccc(C(=O)N/N=C/c3ccncc3)c2)c1
-3,0.22,0.35,Cc1ccc(NC(=S)NCc2cccnc2)cc1
.,0.51,1.2,CCOC(=O)c1cc(NC(=O)N2CCCc3ccccc32)c(C)nc1C
25,.,.,O=[N+]([O-])c1cc(S(=O)(=O)N2CCCCC2)ccc1NCCN1CCOCC1
.,-0.95,-0.43,O=C(NC1CCCCCC1)C1CCN(C(=O)Cc2ccccc2)CC1
-93,1.8,2.6,CC(C)Oc1c(Cl)cc(CNC(C)(C)CO)cc1Cl
-41,-0.99,-0.75,Cc1ccc(S(=O)(=O)Nc2ccc3nc(C)sc3c2)cc1
.,1.2,1.3,Cc1nn(C)c(C)c1S(=O)(=O)N1CCCC(C(=O)NCC2COc3ccccc3O2)C1 (stereo unspecified)
-100,.,.,Cc1ccccc1NC(=O)c1cc2c(C)nc3ccccc3c2o1
-29,.,.,COc1ccc(-c2csc3nc(C)nc(N4CCN(c5ccc(C(C)=O)cc5)CC4)c23)cc1OC
.,0.31,0.02,N#CC1=C(Nc2ccc(Br)cc2)CCC1
-6,-0.38,-0.22,O=C(OCC(=O)N1c2ccccc2Sc2ccccc21)C1CC(=O)N(Cc2ccco2)C1 (stereo unspecified)
-14,.,.,C=CCNC(=S)N/N=C/c1ccc(-c2ccc(OC)cc2)o1
.,-0.31,0.18,CCOC(=O)c1sc(NC(=S)NC(=O)C2CCCC2)cc1C
.,-0.4,-0.51,COc1cc(OC)cc(C(=O)Nn2c(C)nc3ccccc3c2=O)c1
21,0.2,0.31,Cc1nnc(SCc2ccc(F)cc2Cl)s1
33,.,.,CC(C)Sc1nnc(NC(=O)c2ccco2)s1
27,1.1,0.63,CCOC(=O)C1C(=O)NC(N2CCCCC2)=NC1c1ccco1 (stereo unspecified)
34,0.33,0.09,Cc1cccnc1NCC(O)COc1ccccc1 (stereo unspecified)
35,.,.,O=C(Oc1cccc(Nc2ncnc3ccccc23)c1)c1cccnc1
18,.,.,O=C(COC(=O)CC(c1ccccc1)c1ccccc1)Nc1ccc(F)c(F)c1
.,0.32,-0.34,N#CCSc1nnc2sc3ccccc3n12
-11,0.09,0.33,COc1ccccc1N(CC(=O)N/N=C/c1ccc(OCC(=O)NCc2ccco2)cc1)S(=O)(=O)c1ccc(C)cc1
71*,0.6,0.92,CCCc1c(C)[nH]c2ccccc2c1=O
.,-0.8,-0.05,CCCCOC(=O)CSc1nc(N)c(C#N)c(-c2ccc(OC)cc2)c1C#N
-233,-1.5,-1.8,Nc1cc(Cl)nc(N/N=C/c2c(O)ccc3ccccc23)n1
-67,-1.4,-0.72,Cn1c(=O)c(C(=O)CN2CCCc3ccccc32)c(N)n(Cc2ccccc2)c1=O
8,-0.36,-0.13,CCOC(=O)COc1ccc(S(=O)(=O)N2CCc3ccccc3C2)cc1
-21,0.03,-0.52,CC/C(=N\O)c1ccc(OC)c(OC)c1
43,-1.4,-1.6,Cc1ccc(C)n1-c1ccc(C(=O)NC2CCN(Cc3ccccc3)CC2)cc1
-9,-0.02,-0.54,COC(=O)C1=C(N)Oc2cc(C)n(C)c(=O)c2C1c1ccc(Cl)cc1 (stereo unspecified)
53,.,.,Cc1ccc(C2=NN(C(=O)c3ccco3)C(O)(C(F)(F)F)C2)cc1 (stereo unspecified)
i,.,.,COCCC(=O)N1CCCC(C(=O)c2ccc(Oc3ccccc3)cc2)C1 (stereo unspecified)
64,0.77,0.59,NS(=O)(=O)c1ccc(NC(=O)c2ccccc2Cl)cc1
-143,1.4,1.6,COc1ccc(-c2nnc3c4ccccc4c(C)nn23)cc1S(=O)(=O)N1CCN(CCO)CC1
-35,0.03,-0.34,O=C(CN1CCN(c2ccccc2)CC1)Nc1ccc2c(c1)CCC2
7,0.94,3,COC(=O)c1ccccc1NC(=O)c1cc(-c2cccs2)on1
14,.,.,Cc1cc(C(C)(C)C)cc(S(=O)(=O)Nc2ccc(C(=O)O)cc2)c1C
44,-0.75,-0.23,CC(C)n1c(=O)c2c(O)cc(=O)oc2c2ccccc21

INS promoter inh: hit marks shown above
INS promoter inh,sdo1 growth,sdo1 growth Rescue 24 h,smiles
91*,-0.26,-0.33,COC(=O)c1[nH]c2ccccc2c1NC(=O)CN1CCN(C(=O)c2ccco2)CC1
71*,0.6,0.92,CCCc1c(C)[nH]c2ccccc2c1=O

More records
INS promoter inh,sdo1 growth,sdo1 growth Rescue 24 h,smiles
-21,0.39,-0.32,O=C(/C=C/c1ccc([N+](=O)[O-])cc1)NCC1CCCO1 (stereo unspecified)
-16,-0.22,-0.41,CC(C)(CNS(=O)(=O)c1ccc(F)cc1)CNS(=O)(=O)c1ccc(F)cc1
.,-0.81,-0.87,Cc1ccccc1/C=C/c1nc2ccccc2c(=O)n1CCc1ccccc1
31,-0.71,-1.3,Cc1cccc(C)c1NC(=O)CSc1nnc(Cc2ccccc2)o1
36,.,.,CCOC(=O)C1=NOC(Cn2cc(C#N)c(=O)n(C)c2=O)C1 (stereo unspecified)
-12,-0.74,-1.3,COC(=O)CSc1nc(C)c(C(=O)Nc2ccccc2C)c(-c2ccc(Cl)cc2)c1C#N
.,-1.9,-1.4,N#Cc1nc(COc2ccc(Cl)cc2)oc1N1CCN(Cc2ccccc2)CC1
.,-2,-1.6,COc1ccccc1-c1n[nH]c2c1[C@H](C)CC[C@H]2C(C)C
0,.,.,CN1CCN(S(=O)(=O)c2cccc([N+](=O)[O-])c2)CC1
-50,0.28,0.79,COc1cc(/C=C/C(=O)OCC(=O)Nc2cc(C(F)(F)F)ccc2N2CCOCC2)ccc1O
-12,2.7,1.6,Cn1cnc([N+](=O)[O-])c1Sc1ccc(Br)cc1
-294,-1.1,-0.37,Cn1c(=O)n(Cc2ccccc2F)c2ccccc21

An excerpt from above in order of length of the SMILES, low to high.
INS promoter inh,sdo1 growth,sdo1 growth Rescue 24 h,smiles
-12,2.7,1.6,Cn1cnc([N+](=O)[O-])c1Sc1ccc(Br)cc1
-21,0.39,-0.32,O=C(/C=C/c1ccc([N+](=O)[O-])cc1)NCC1CCCO1 (stereo unspecified)
.,-1.9,-1.4,N#Cc1nc(COc2ccc(Cl)cc2)oc1N1CCN(Cc2ccccc2)CC1

Further entries follow:
INS promoter inh,sdo1 growth,sdo1 growth Rescue 24 h,smiles
12,-0.83,-1.2,CCOC(=O)c1cnc2ccc(Cl)cc2c1Nc1ccc(S(=O)(=O)Nc2ncccn2)cc1
.,0.05,0.18,CCOc1ccc(-c2c(C)n([O-])c3c([n+]2=O)CCCC3)cc1
-90,.,.,Cc1c(C)n(CC(O)CNc2ccccc2)c2ccccc12 (stereo unspecified)
38,1.4,1.7,Cc1ccc(C(=O)N2CCC(C(=O)NCc3cccnc3)CC2)cc1
.,-0.37,-0.46,CCCNC(=O)CS(=O)Cc1nc(-c2ccc(OC)cc2)oc1C (stereo unspecified)
-13,-2.4,-1.9,Cc1ccc(-c2csc(NC(=O)c3cccs3)n2)cc1
.,-0.7,0.48,CSc1c(CC(=O)Nc2ccccc2Cl)n(Cc2ccccc2)c2ccccc12
34,-0.67,-0.74,COC(=O)c1c(NS(=O)(=O)c2ccc3ccccc3c2)sc2c1CCCC2
-27,.,.,CC1(C)C(=O)NCCN1C(=O)CCCC(=O)O
.,0.76,0.59,O=C(COC(=O)COc1ccccc1)NC1CCCc2ccccc21 (stereo unspecified)
-36,-0.84,-1.1,CCOC(=O)/C(C#N)=C1\Nc2ccccc2N=C1N(CC(C)C)CC(C)C
0,-1.4,-1.4,O=C(c1ccco1)N(Cc1cc2ccccc2[nH]c1=O)C1CCCCC1
41,0.65,0.59,CC1=C(C(=O)Nc2cccc(C)n2)C(c2ccc3c(c2)OCO3)C2=C(CC(c3ccco3)CC2=O)N1 (stereo unspecified)
-45,.,.,Cc1nc(CSc2ccc(Cl)cc2)cc(N2CC(C)OC(C)C2)n1 (stereo unspecified)
.,0.75,1.5,CCN(CC)S(=O)(=O)c1ccc(N2CCOCC2)c(NC(=O)Cc2ccc(Cl)cc2)c1
-37,-1.5,-0.74,CCc1ccccc1NC(=O)CC(c1ccc(OC)cc1)n1cccc1 (stereo unspecified)
.,1.1,1.9,Cc1cc(C)cc(Nc2cc(=O)n(C3CCCCC3)c(=O)[nH]2)c1
-43,-0.16,-1.9,O=C(CCn1c(=O)c2ccccc2n(CC(=O)NCCC2=CCCCC2)c1=O)NCc1ccco1
46,0.66,1.3,CCN(CC)c1ccc2cc(C(=O)NNC(=O)c3ccc(S(=O)(=O)N4CCCCC4)cc3)c(=O)oc2c1
36,0.86,1.4,Cn1c(N)c(C(=O)COC(=O)c2ccnc3ccccc23)c(=O)n(C)c1=O

Assay outcomes from PubChem BioAssay.

Compounds as they come. Share with any hit: about 0.99%.
